# SIAH1 antagonists = blockers of Siah-1 interaction with plectin peptide – biochemical, fluorescence polarization, rhodamine-plectin, uHTS, primary screen (AID 1817). Siah-1 / rhodamine-plectin peptide fluorescence polarization; higher % means a stronger effect. displacement, % at 20 µM; hits with a dose series show IC50 in µM. 0.02% of 290,000 active;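 active = displacement of at least 50% at 20 µM, with a fluorescence ratio check between 0.3 and a set limit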;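 also: plate controls were Siah plus tracer with DMSO for no effect and tracer alone without Siah for full effect; strong numbers were not always called active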
# KOR beta-arrestin-1 = kappa opioid receptor blockers – cell-based, luminescence, uHTS (AID 1778); inhibition, % at 10 µM; hits with a dose series show IC50 in µM; 0.091% of 290,000 active; KOR beta-arrestin recruitment, luminescence, antagonist mode; higher % means a stronger effect; in the data active = inhibition above about 50%; also: strong numbers were not always called active
# HIV peptide binding = inhibitors of HIV fusion peptide binding, primary screen, biochemical, uHTS, fluorescence dequenching (AID 1986) | one-dose inhibition, % at 20 µM; IC50 in µM for titrated hits | cell-free peptide binding, fluorescence dequenching, 30 min; higher % means a stronger effect | 0.3% of 290,000 active; in the data active = inhibition mostly above about 52%, no sharp cut-off; inactive = mostly below about 76%; also: some results filed as inactive read as strong as hits
# KOR beta-arrestin-2 = kappa opioid receptor activators – cell-based, luminescence, uHTS, primary screen (AID 1777) | one-dose activation, % at 10 µM; EC50 in µM for titrated hits | KOR beta-arrestin recruitment, luminescence; higher % means a stronger effect | 0.02% of 280,000 active; in the data active = activation above about 50%, passing the limit was not always enough; also: a part of the inactive calls stands beside numbers as strong as those of hits
# GPR55 beta-arrestin = GPR55 agonists via beta-arrestin recruitment, primary screen, imaging, U2OS cells, beta-arrestin-GFP redistribution (AID 1961); activation, % at 10 µM; hits with a dose series show EC50 in µM; 0.048% of 290,000 active; U2OS GPR55 beta-arrestin-GFP redistribution imaging; higher % means a stronger effect;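 active = activation above 40% with more than 50 cells counted in the well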;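 also: U2OS osteosarcoma cells stably expressing GPR55 and beta-arrestin-GFP; plate controls were DMSO negative control for no effect and LPI positive control for full effect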
# GPR55 antagonists = inhibition of LPI-stimulated GPR55 beta-arrestin translocation – imaging, U2OS, beta-arrestin-GFP, LPI agonist, primary screen (AID 2013); inhibition, % at 10 µM; hits with a dose series show IC50 in µM; 0.13% of 290,000 active; U2OS GPR55 beta-arrestin-GFP translocation imaging, LPI antagonism; higher % means a stronger effect;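 active = spots per cell inhibited over 60%, with over 100 cells counted and total cytoplasm intensity under 500,000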;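 also: U2OS cells stably carrying GPR55 and arrestin-GFP stimulated by 5 µM LPI near EC80; imaged beta-arrestin-GFP aggregate spots per cell after agonist stimulation; plate controls were LPI-stimulated DMSO wells for no effect and DMSO wells without LPI for full effect; some results filed as inactive read as strong as hits; confirmed hits need IC50 under 10 µM and bright autofluorescent wells are also inconclusive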
# AID2073 = disruptors of CaV2.2 binding to Mint1 – biochemical, HTRF (AID 2073). HTRF protein-protein interaction, Mint1-CaV2.2; higher % means a stronger effect. one-dose inhibition, % at 20 µM; IC50 in µM for titrated hits. 0.19% of 290,000 active; in the data active = inhibition mostly above about 51%, no sharp cut-off; also: some results filed as inactive read as strong as hits
# GPR35 arrestin U2OS = inhibition of zaprinast-stimulated GPR35 beta-arrestin translocation – imaging, U2OS, beta-arrestin-GFP, zaprinast agonist, primary screen (AID 2058). U2OS GPR35 beta-arrestin-GFP translocation imaging, zaprinast antagonism; higher % means a stronger effect. inhibition, % at 10 µM; hits with a dose series show IC50 in µM. 0.052% of 290,000 active;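 active = inhibition of at least 50% with at least 30 cells and total cytoplasm GFP at most 10,000,000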
# NOD1 NF-kB reporter = inhibition of NOD1-driven NF-kB reporter – cell-based, luminescence, uHTS, primary screen (AID 1578); 1% of 290,000 active; NOD1-driven NF-kB luciferase reporter cells, luminescence; higher % means a stronger effect; inhibition, % at 4 µM, or EC50 in µM where a hit was titrated; in the data active = inhibition mostly above about 36%, no sharp cut-off; inactive = mostly below about 34%;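 also: HEK-293T reporter cells stimulated with the NOD1 agonist gamma-tri-DAP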
# * hit, by the source's call; / = not tested or not shown; [ ] = another dose, or the depositor's remark. Not all compounds are listed; the hit share may differ from the screen's.
SMILES,SIAH1 antagonists,KOR beta-arrestin-1,HIV peptide binding,KOR beta-arrestin-2,GPR55 beta-arrestin,GPR55 antagonists,AID2073,GPR35 arrestin U2OS,NOD1 NF-kB reporter
CCN(CC)S(=O)(=O)c1cccc(C(=O)N[C@H](C(=O)OCC(N)=O)C(C)C)c1,3%,-30%,-2.1%,-5.8%,-0.2%,-3%,9%,2%,-2%
COc1ccc(S(=O)(=O)N2CCOCC2)cc1C(=O)Nc1nc2ccccc2s1,6%,35%,1.7%,-6.2%,-0.1%,3%,36%,-8%,-21%
Cc1cc(C(C)(C)C)oc1C(=O)N(CC(=O)NC1CCCC1)c1cccc(C(F)(F)F)c1,3%,8%,-1.4%,-2.7%,0.0%,5%,1%,1%,-3%
COc1ccc(S(=O)(=O)N2CCCC2C(=O)Nc2nc3c(s2)CCCC3)cc1 (configuration not stated),0%,1%,-1.0%,-2.4%,-0.4%,9%,-3%,-7%,/
O=C(COC(=O)CCSc1ccccc1Cl)Nc1ccc(F)cc1F,10%,0%,0.7%,7.6%,-0.3%,14%,-7%,9%,-29%
O=C(N/N=C/c1ccco1)c1ccc(NC(=O)C2CC2)cc1,2%,-3%[20 µM],-0.8%,-3.6%,-0.1%,-6%,3%,3%,-33%
COc1ccc2nc(SCCC(=O)O)cc(C)c2c1,2%,15%,-0.8%,/,0.3%,-4%,8%,21%,-12%
CCOc1cccc(NC(=O)C2CC(=O)NC(=Nc3ccccc3)S2)c1 (configuration not stated),0%,10%,1.9%,-2.0%,-0.1%,9%,-3%,4%,-7%
c1cc(-c2cccs2)nc(-c2cccs2)c1,-2%,2%,0.5%,-0.6%,-0.5%,-3%,4%,4%,-45%
Cc1ccccc1OCc1nnc(SCC(=O)O)n1Cc1ccccc1,3%,6%[20 µM],1.6%,1.7%,-0.1%,8%,1%,-5%,-34%

# Complete entries from above.
# Record of O=C(N/N=C/c1ccco1)c1ccc(NC(=O)C2CC2)cc1 : SIAH1 antagonists: 2%; KOR beta-arrestin-1: -3%[20 µM]; HIV peptide binding: -0.8%; KOR beta-arrestin-2: -3.6%; GPR55 beta-arrestin: -0.1%; GPR55 antagonists: -6%; AID2073: 3%; GPR35 arrestin U2OS: 3%; NOD1 NF-kB reporter: -33%
# Record of COc1ccc2nc(SCCC(=O)O)cc(C)c2c1 : SIAH1 antagonists: 2%; KOR beta-arrestin-1: 15%; HIV peptide binding: -0.8%; KOR beta-arrestin-2: /; GPR55 beta-arrestin: 0.3%; GPR55 antagonists: -4%; AID2073: 8%; GPR35 arrestin U2OS: 21%; NOD1 NF-kB reporter: -12%

# The list continues.
SMILES,SIAH1 antagonists,KOR beta-arrestin-1,HIV peptide binding,KOR beta-arrestin-2,GPR55 beta-arrestin,GPR55 antagonists,AID2073,GPR35 arrestin U2OS,NOD1 NF-kB reporter
COc1ccc([N+](=O)[O-])cc1NCC(=O)c1ccc(C)cc1,6%,-7%,0.9%,3.3%,0.0%,-2%,-2%,1%,-1%
CCOc1[nH]n(-c2ccc(Cl)cc2)c(=O)c1C=Nc1ccc(OC)cc1,-1%,-1%,-0.8%,0.1%,-0.1%,6%,-1%,7%,-20%
CCOC(=O)N1CCN(S(=O)(=O)c2ccc(C(=O)Nc3sc4c(c3C#N)CCC4)cc2)CC1,-1%,-18%,-0.4%,5.9%,-0.3%,5%,31%,-2%,/
CC(=O)C1=C(Nc2ccc(C)cc2)CC(C)(O)C(C(C)=O)C1c1ccco1 (configuration not stated),3%,-25%,-0.2%,-1.6%,-0.1%,0%,8%,-2%,4%
O=[N+]([O-])c1nn(-c2ccc(Cl)cc2)n(O)c1=NCc1ccccc1,-8%,-17%,-0.7%,3.0%,1.1%,-11%,-9%,12%,-13%
COc1ccc(C(=O)C[n+]2cccc(C)c2)cc1,0%,-8%,1.4%,5.8%,0.5%,2%,4%,-14%,-7%
COc1cc2c(c(O)c1OC)-c1c(cc(OC)c(OC)c1OC)C[C@@H](C)[C@@H](C)C2,-5%,39%,-0.7%,0.3%,0.7%,6%,14%,8%,2%
Cc1cc(C)n(Cc2ccc(C(=O)O)o2)n1,4%,-2%,-1.8%,-0.7%,-0.1%,28%,0%,-2%,-21%
Cc1cc(C)n(C(=O)C(C)n2nc([N+](=O)[O-])c(Br)c2C)n1 (configuration not stated),2%,-18%,-0.4%,2.9%,0.3%,6%,-1%,-14%,-38%
Cc1ccc(CNC(=O)CSCc2ccccc2F)cc1,0%,-46%,-0.3%,2.1%,-0.6%,4%,-13%,-2%,-53%
COc1ccc(C2/C(=C(/O)c3ccc4c(c3)CC(C)O4)C(=O)C(=O)N2CCCN2CCOCC2)cc1OC (configuration not stated),3%,-16%,1.8%,1.7%,-0.2%,-2%,4%,-5%,-27%
C=CCC1NS(=O)(=O)OC(CCc2ccccc2)C1O (configuration not stated),4%,13%[20 µM],8.6%,-5.5%,-0.1%,-7%,4%,-5%,-27%
Cc1onc(-c2c(Cl)cccc2Cl)c1C(=O)NC1CCCCC1,0%,34%,0.1%,-2.2%,2.2%,7%,1%,5%,41%
COc1cc(C2C(C(=O)c3ccco3)=C(O)C(=O)N2CCc2ccccc2)ccc1O (configuration not stated),-2%,38%,4.4%,-2.0%,0.2%,-2%,5%,8%,-25%
Cc1cc(=O)[nH]c(SCc2nc3ncccn3c2Br)n1,1%,8%,1.7%,0.5%,-0.1%,19%,17%,-6%,-5%
CS(=O)(=O)N1CCC(C(=O)Nc2cccc([N+](=O)[O-])c2)CC1,-6%,28%,-2.5%,-4.7%,0.5%,12%,2%,9%,24%
Cc1ccccc1/C=N/N=C1/NC(=O)CCS1,7%,27%,-0.1%,-4.7%,-0.2%,-16%,-9%,-14%,-3%
Cn1c(=O)cc(OCC(=O)NCc2cccnc2)c2ccccc21,7%,-35%,-0.9%,4.0%,-0.1%,11%,10%,7%,-5%
O=C(CSCC(=O)OCn1nnc2ccccc2c1=O)Nc1ccc(Cl)cc1,3%,3%,3.3%,-1.2%,0.4%,8%,-15%,0%,4%
COc1ccc(-n2c(Cc3cccn3C)nnc2SCC(=O)Nc2ccccc2F)cc1,-3%,19%,0.5%,-1.9%,0.7%,-2%,-6%,14%,29%
Cc1ccc(S(=O)(=O)N2CCC(C(=O)N[C@@H](C)C(=O)Nc3ccc4c(c3)OCO4)CC2)cc1,-9%,-59%,7.2%,6.1%,0.2%,2%,8%,6%,-4%
CSCCC(NC(=O)c1cc(C)oc1C)C(=O)O (configuration not stated),1%,-10%,1.8%,-0.4%,0.3%,4%,1%,-3%,-22%
COCCN(C(=O)Cc1cccs1)C(C(=O)NCc1ccc(OC)cc1)c1ccc(C)cc1 (configuration not stated),-3%,6%,-0.6%,-0.9%,-0.4%,1%,-2%,6%,11%
O=C(NCc1nnc(SCC(=O)N2CCCCC2)o1)c1ccc(F)cc1,2%,23%,-1.4%,-0.1%,0.0%,15%,7%,-10%,-19%
CC1=CS/C(=C(/C#N)C(=O)N2CCOCC2)N1c1ccccc1,-1%,1%,1.2%,-2.1%,0.2%,4%,-1%,-3%,-22%
COc1ccccc1N1CCN(/N=C/c2ccccc2C(=O)O)CC1,3%,-31%[20 µM],0.0%,-4.1%,0.2%,2%,6%,1%,-26%
Cn1c(=O)c2c(ncn2CCC(=O)N/N=C/c2ccccc2)n(C)c1=O,17%,-7%,0.3%,5.3%,-0.6%,-6%,34%,-2%,-12%
CCc1ccc(N=C2NC(=O)CS2)cc1,3%,-31%[20 µM],-0.4%,-2.4%,0.0%,-3%,14%,-11%,-34%
COc1ccc(CCNC(=O)C2CC(=O)N(CCc3ccc(C)cc3)C2)cc1OC (configuration not stated),1%,-29%,1.1%,14%,-0.3%,31%,1%,1%,8%
Cc1[nH]c(C)c(S(=O)(=O)NCc2ccco2)c1C(=O)N1CCCCC1,5%,-22%,-1.9%,0.3%,0.2%,3%,-1%,24%,-10%
COc1ccccc1CNC(=O)CN(C)S(=O)(=O)c1ccc2c(c1)c(=O)n(C)c(=O)n2C,1%,20%,-1.4%,-4.0%,0.3%,1%,10%,12%,-26%
Cc1ccc(NC(=S)N2CCCC(O)C2)cc1 (configuration not stated),10%,25%,0.0%,-0.3%,-0.3%,8%,-22%,-11%,-43%
Clc1ccc(Cl)c(OCc2cc(-c3ccccc3Cl)on2)c1,3%,-5%,-0.7%,4.2%,-0.1%,-2%,4%,3%,-25%
CCCCc1nc2cc(C(=O)N3CCNC(=O)C3CC(=O)OC)ccc2o1 (configuration not stated),2%,4%,2.4%,-1.4%,-0.1%,8%,-5%,4%,-24%
O=c1c(Cl)c(N2CCN(S(=O)(=O)c3ccccc3)CC2)cnn1-c1ccccc1,0%,27%,2.1%,-1.2%,0.2%,5%,-5%,2%,6%
COC(=O)Cc1c(C)c2ccc(OCC(=O)N3CCCC3)c(C)c2oc1=O,-5%,11%,0.9%,-3.9%,0.0%,3%,3%,10%,10%
NCCS,9%,-14%,0.2%,1.1%,0.7%,0%,-18%,-4%,-40%
COc1ccccc1NC(=O)COC(=O)[C@@H]1CCCN1C(=O)c1cccs1,3%,8%,-0.8%,-5.0%,-0.1%,-13%,1%,-7%,-1%
CCSc1nnc(NC(=O)CCCOc2ccc(C)cc2)s1,12%,-13%,2.2%,-1.3%,0.3%,2%,12%,-15%,-4%
Cc1ccc(C(c2sc3nc(C)nn3c2O)N2CCOCC2)cc1 (configuration not stated),4%,18%,-2.3%,-2.5%,0.0%,6%,8%,-7%,-16%
Cc1ccc(OCC(=O)NCCCNC(=O)c2ccc(C)nc2)cc1,0%,-17%,2.7%,5.2%,-0.1%,-8%,6%,2%,-8%
Cc1ccc(CCC(=O)Nc2ccc([N+](=O)[O-])cc2)o1,6%,6%,-0.2%,-1.3%,0.2%,0%,-1%,13%,-15%
COc1ccc(C(=O)NC2CCN(CC(=O)NCc3ccccc3)CC2)cc1,-2%,4%,-0.7%,-5.1%,0.6%,1%,5%,5%,-20%
O=C(Nc1cccc(S(=O)(=O)NC2=NCCCCC2)c1)c1cc(-c2ccccc2Cl)nc2ccccc12,14%,12%,-0.9%,0.6%,-0.3%,1%,22%,10%,22%
COC(=O)c1sccc1NC(=O)c1c(C)noc1C,-3%,-62%,-1.2%,-2.2%,-0.1%,-1%,4%,11%,5%
CCn1c(N2CCN(C(=O)NC3CCCCC3)CC2)nc2ccccc21,18%,2%,3.0%,-0.4%,0.1%,-5%,7%,-19%,5%
O=C(c1cccc(C(F)(F)F)c1)N1CCN(S(=O)(=O)c2ccc(Cl)s2)CC1,4%,-9%,0.4%,-2.0%,-0.1%,10%,0%,-9%,-44%
CCc1cc(=O)oc2c(C)c(OC(C)C(=O)N3CC[C@@]4(O)CCCC[C@H]4C3)ccc12 (some centres not stated),18%,-10%[20 µM],-0.8%,-1.6%,0.5%,-2%,5%,-8%,1%
CC1CCC(NC(=O)Cn2c(=O)[nH]c3ccsc3c2=O)CC1 (configuration not stated),-2%,14%,21%,-2.4%,-0.2%,21%,9%,-4%,-28%
